Source: PubChem BioAssay (National Center for Advancing Translational Sciences (NCATS))
NPC1 promoter act: activates the NPC1 promoter; Huh7 NPC1 promoter luciferase reporter, 24 h; Potency, µM (series often up to 9.22 µM), without a hit: at the top dose activation, most hits filed as activators; hit rate 2.4% among 320,000; AID 485313;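 also: potency is read from the fitted curve at half-maximal effect; % of control where 0% means no effect; nearly all actives have a fitted effect of over 60% in size; reporter is driven by a mutant NPC1 promoter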
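Huh7 reporter cells (NPC1 promoter driving luciferase) are dosed with compound for 24 h at 37 °C, 5% CO2; luciferase detection reagent is then added and luminescence measured after 10 min at ambient temperature.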
Gal4-VP16 FLuc: counter-screen for ROR gamma inhibitors: Gal4-VP16 reporter; hit rate 3.5% among 310,000; Potency, µM (top dose mostly 53.6 µM), for inactives: at the top dose activity, negative = inhibition, usual class: inhibitors; AID 2546; Drosophila S2 Gal4-VP16 UAS-luciferase, luminescence, 20 h;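 also: Gal4-VP16 expression switched on by copper sulfate through the metallothionein promoter; potency is read from the fitted curve at half-maximal effect; % is scaled to controls: 0 for no effect and ±100 for the full control effect; nearly all actives have a fitted effect of over 50% in size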
ELG1 DNA repair: inhibitors of ELG1-dependent DNA repair in HEK293T cells | HEK293T ELG1-luciferase reporter, luminescence, 16 h; DNA damage induced by 5-fluorouridine | Potency, µM (series often up to 46.1 µM), for inactives: at the top dose activity change, negative = inhibition, actives largely listed as inhibitors | hit rate 2.3% among 330,000; also: potency is read from the fitted curve at half-maximal effect; % is scaled to controls: 0 for no effect and ±100 for the full control effect; nearly all actives have a fitted effect of over 55% in size
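Quantitative HTS, concentration-response format. 2,000 cells/well co-treated with 5-fluorouridine and compound, 16 hr in 5% CO2 at 37 °C; ONE-Glo luminescence read after 30 min.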
Rab9 prom act: activators of Rab9 promoter; Huh7 Rab9 promoter-luciferase reporter, luminescence, 24 h; Potency, µM (series often up to 9.22 µM), inactives show top-dose activation, negative = inhibition, actives largely listed as activators; hit rate 2.8% among 320,000; also: potency is read from the fitted curve at half-maximal effect; % of control where 0% means no effect; nearly all actives have a fitted effect of over 60% in size
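Luminescence from Amplite-detected luciferase (10 minutes, ambient) reports Rab9 promoter activation. Before that, stable Rab9-luciferase Huh7 cells (1500/well, reduced-serum OP-MEM I plus 10% FBS) were exposed to compound for 24 hours at 37C.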
Mito fusion yeast: blocks mitochondrial division or promotes mitochondrial fusion; S. cerevisiae fusion-defective mutant growth rescue, CellTiterGlo 48 h; Potency, µM (highest dose often 46.1 µM), for the others: at the highest dose growth rescue (activation), most hits filed as activators; hit rate 0.23% among 320,000;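 also: potency is read from the fitted curve at half-maximal effect; % of control where 0% means no effect; nearly all actives have a fitted effect of over 45% in size; temperature-sensitive fusion mutants such as fzo1-1 at 37 °C on non-fermentable ethanol glycerol medium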
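Yeast fusion mutant, YPEG (non-fermentable carbon), compound, 48 h at 37C non-permissive; CellTiterGlo added, 10 min RT, luminescence read. Rescued growth = division inhibition.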
FLuc counter: firefly luciferase modulation, counter-screen for miR-21 project; P08659; hit rate 6.9% among 360,000; Potency, µM (highest dose often 57.5 µM), for the others: top-dose activity change, negative = inhibition, usual class: inhibitors; purified FLuc, Km substrates, luminescence inhibition;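 also: potency is read from the fitted curve at half-maximal effect; plate controls were vehicle for no effect and reference inhibitor for full effect; nearly all actives have a fitted effect of over 55% in size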
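Purified P. pyralis luciferase (10nM final) with 10uM D-luciferin and 10uM ATP (Km levels) in 50mM Tris acetate pH 7.5, 10mM Mg acetate, 0.01% Tween-20, 0.05% BSA; qHTS 6-point titration, ~60 µM downward; luminescence read.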
MBNL1 CUG block: MBNL1-poly(CUG) RNA binding inhibition. Q9NR56. TR-FRET MBNL1-His/biotin-(CUG)12 binding, 665/545 ratio. Potency, µM (highest dose often 57.5 µM), inactives show at the highest dose activity change, negative = inhibition, hits mostly inhibitors. hit rate 0.036% among 280,000; active = well fitted inhibition curve with a large enough effect in the signal ratio, with a control signal flat, not every such curve was filed as active; inconclusive = small, poorly fitted or top-dose-only effect, or effect the other way, or a change in a side signal; inactive = no such curve, though single readings can be large or run the other way; the % refers to the signal ratio; also: potency is read from the fitted curve at half-maximal effect; % is scaled to controls: 0 for no effect and ±100 for the full control effect
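Compound titration spanned 92 nM–58 uM against the MBNL1-His/biotin-(CUG)12 complex. After 60 min at room temperature with 5 nM streptavidin-XL665 and 0.055 ng/ul terbium anti-His, ratiometric 665/545 nm emission (Ex 340 nm) normalized to controls.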
KCNH2 3.1 block: KCNH2 3.1 (human) potassium channel inhibition. U2OS KCNH2 3.1, thallium flux FluxOr; active compounds read low. activity change, % (tested at about 1.8 µM). hit rate 0.95% among 340,000. AID 720553;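 active = maximum activity change below -70%; inconclusive = maximum activity change from -70% to -50%; inactive = maximum activity change above -50%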;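 also: thallium influx rate constant from kinetic fluorescence after stimulation buffer; % is scaled to controls: 0 for no effect and ±100 for the full control effect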
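Normalized rate constant (relative to positive and negative DMSO controls) derived from a 2 min kinetic fluorescence read after stimulation; U2OS cells expressing the 3.1 isoform via virus at 1.77 x 10^8 /mL.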
RORgamma inh: ROR gamma (mouse) transcription inhibition. P51450. Potency, µM (highest dose often 53.6 µM), without a hit: top-dose activity change, negative = inhibition, usual class: inhibitors. hit rate 5.4% among 310,000. Drosophila S2 Gal4-RORgamma UAS-luciferase reporter, 20 h. AID 2551; also: potency is read from the fitted curve at half-maximal effect; % is scaled to controls: 0 for no effect and ±100 for the full control effect; nearly all actives have a fitted effect of over 60% in size
Target sequence (P51450 whole entry, looked up, the tested form may be a part): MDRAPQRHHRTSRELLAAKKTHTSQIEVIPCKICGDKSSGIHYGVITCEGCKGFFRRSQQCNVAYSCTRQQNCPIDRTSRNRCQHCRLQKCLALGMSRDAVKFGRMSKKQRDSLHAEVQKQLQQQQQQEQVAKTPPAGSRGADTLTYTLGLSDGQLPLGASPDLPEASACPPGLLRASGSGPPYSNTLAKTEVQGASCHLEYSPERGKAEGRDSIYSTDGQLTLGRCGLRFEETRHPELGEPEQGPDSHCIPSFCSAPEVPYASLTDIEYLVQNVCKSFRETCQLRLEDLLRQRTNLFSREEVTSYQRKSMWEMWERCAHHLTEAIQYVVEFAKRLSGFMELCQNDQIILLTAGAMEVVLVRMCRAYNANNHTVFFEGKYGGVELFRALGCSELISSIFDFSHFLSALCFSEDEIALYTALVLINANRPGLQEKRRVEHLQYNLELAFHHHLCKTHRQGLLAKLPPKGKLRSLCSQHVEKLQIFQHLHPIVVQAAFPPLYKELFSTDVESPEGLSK
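A Gal4/UAS one-hybrid system in insect cells: metallothionein-promoter Gal4–ROR gamma fusion plus Photinus luciferase reporter. Copper sulfate 700 uM final, 20 hr ambient incubation, luminescent detection after 10 min with reagent.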
Menin MLL FP TR: displaces Texas Red mutant MLL peptide from human menin; Menin + Texas Red MLL mutant peptide, fluorescence polarization; AID 1768; O00255; Potency, µM (top dose mostly 61.6 µM), for the others: top-dose FP activity change, negative = inhibition, actives largely listed as inhibitors; hit rate 0.23% among 270,000; active = well fitted inhibition curve with a large enough effect in the polarisation, with a control signal flat, not every such curve was filed as active; inconclusive = small, poorly fitted or top-dose-only effect, or effect the other way, or a change in a side signal; inactive = no such curve, though single readings can be large or run the other way; the % refers to the polarisation; also: potency is read from the fitted curve at half-maximal effect; % of control where 0% means no effect; many of its hits are not listed in these tables
Target sequence (O00255 whole entry, looked up): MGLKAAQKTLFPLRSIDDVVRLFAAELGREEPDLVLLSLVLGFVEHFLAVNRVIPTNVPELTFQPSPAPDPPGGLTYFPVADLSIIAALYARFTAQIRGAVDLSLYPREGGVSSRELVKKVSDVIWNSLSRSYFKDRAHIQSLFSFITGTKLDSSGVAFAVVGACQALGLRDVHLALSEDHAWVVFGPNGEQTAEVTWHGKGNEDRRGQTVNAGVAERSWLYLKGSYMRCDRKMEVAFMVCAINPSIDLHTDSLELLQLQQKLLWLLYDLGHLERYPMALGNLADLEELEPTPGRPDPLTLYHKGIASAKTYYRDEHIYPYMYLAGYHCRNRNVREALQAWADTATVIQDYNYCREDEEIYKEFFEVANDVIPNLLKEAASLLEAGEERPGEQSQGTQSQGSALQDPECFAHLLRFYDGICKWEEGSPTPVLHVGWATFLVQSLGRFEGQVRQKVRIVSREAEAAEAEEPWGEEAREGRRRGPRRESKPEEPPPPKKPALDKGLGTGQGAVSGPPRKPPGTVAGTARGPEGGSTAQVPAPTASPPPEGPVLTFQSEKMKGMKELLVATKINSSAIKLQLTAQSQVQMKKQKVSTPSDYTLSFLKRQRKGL
PKM2 act: PKM2 (human) enzyme activation. P14618. Potency, µM (titrated, usually from 57.5 µM), for inactives: top-dose activation, usual class: activators. purified PKM2, Kinase-Glo ATP luminescence, activation; response scale: 0% is enzyme alone, no compound. hit rate 0.34% among 260,000; also: potency is read from the fitted curve at half-maximal effect; % is scaled to controls: 0 for no effect and ±100 for the full control effect; nearly all actives have a fitted effect of over 55% in size
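ATP formation by purified human PK-M2, quantified via coupled luciferase luminescence after 1 h at room temperature with 0.1 mM ADP and 0.5 mM PEP final.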
* hit, by the source's call; ? = inconclusive; · = no result given; & = joins results of further samples; [ ] = dose if it differs, or a comment. Unless noted, calls follow the shape of the dose curve; as a rule, active = well fitted curve in the direction sought with a large enough effect; inconclusive = small, poorly fitted or top-dose-only effect, or another doubt; inactive = no such curve, though single readings can be large; an effect the other way counts as inactive or inconclusive. An excerpt; the hit share may differ from the screen's.

SMILES	NPC1 promoter act	Gal4-VP16 FLuc	ELG1 DNA repair	Rab9 prom act	Mito fusion yeast	FLuc counter	MBNL1 CUG block	KCNH2 3.1 block	RORgamma inh	Menin MLL FP TR	PKM2 act
N#Cc1cc([N+](=O)[O-])ccc1N1CCN(c2ccccc2O)CC1	14%	0%[10 µM]	?	9%	-4%	-21%	?	2	?	?	9%
CCOC(=O)C1(CCOc2ccccc2)CCN(CC=C(C)C)CC1	8%	-3%	?	-3%	-5%	-3%	-7%	-3	-13%	-21%	-1%
CC(C)Oc1ccc(C(=O)Nc2ccc(NC(=O)c3ccco3)c(Cl)c2)cc1	?	-12%	-1%	?	-2%	0.54µM*	5%	-46	16%	?	0%
O=C(Cn1nnc2c(cnn2-c2ccc(F)cc2)c1=O)c1ccccc1F	1%	-4%	7%	-7%	-3%	0%	-2%	8	29%	28%	-7%
CCOC(=O)C1CCN(c2nc(N)c3c(N)nc(SCC(=O)O)cc3c2C#N)CC1	-4%	-6%	-21%	-1%	3%	17µM*	·	4	-11%	·	10µM*
N#Cc1ccc[n+](CC(=O)c2ccc(NC(=O)c3ccccc3)cc2)c1	13%	2%	?	15%	-3%	?	·	-4	15%	·	-6%
CCc1cccc(NS(=O)(=O)c2c(C)nc3sc(CC)nn3c2=O)c1	1%	0%	-12%	-1%	3%	-1%&-1%	0%	0	?	11%	2%
CCCn1c(SCC(=O)OCc2ccccc2)nc2c1c(=O)n(C)c(=O)n2C	1%	-1%	0%	-9%	0%	0%	-1%	-9	-10%	-9%	6%
CC(=O)C1=C(C)NC2=C(C(=O)CC(C)(C)C2)C1C (stereo unspecified)	-3%	-13%	?	-4%	18%	-3%	·	-2	-3%	-2%	-5%
COc1ccc(S(=O)(=O)N2CCOCC2)cc1NC(=O)c1cccs1	2%	·	7%	-3%	0%	1%	·	-3	·	·	·
Cc1ccc(C2(C)NC(=O)N(CC(=O)N(C)CC(=O)Nc3cccc(F)c3)C2=O)cc1 (stereo unspecified)	-1%	·	15%	0%	0%	0%	·	3	·	·	·
Clc1ccc(N2CCN(c3cnc4ccccc4n3)CC2)cc1	?	1%	?	?	1%	17µM*	-12%	-23	27%	·	-15%
CCCOC(=S)Nc1ccccc1	-1%	-20%	?	19%	-1%	-15%	-19%	-3	11µM*	1%	4%
CCOC(=O)c1cnc2c(OC)cccc2c1NCc1cccnc1	-2%	-8%	-19%	-2%	0%	-1%	?	-9	-8%	-6%	-8%
Nc1c2c(nc3ccc(Br)cc13)N(C1CCCCC1)CC2	-2%	-5%	6%	-4%	0%	?	14%	·	-8%	-13%	0%
COc1cc(OC)c(C2SCCS2)c(OC)c1	-1%	-8%	-9%	1%	24%	-11%	-4%	-2	27%	-6%	1%
COC(=O)c1cc(OC)nc2ccc(Br)cc12	-3%	1%	9%	-3%	-2%	-4%	22%	-2	9%	·	-6%
O=S(=O)(NC1c2cccc3cccc(c23)C1N1CCNCC1)c1ccccc1 (stereo unspecified)	0%	-6%[0.365 µM]	4%	-3%	-7%	0%	7%	-16	-13%	6%	-2%
CCOC(=O)Oc1ccc2c(c1)C(C)=CC(C)(C)N2C(=O)OCC	-1%	·	-13%	0%	6%	1%	1%	-6	-25%[0.365 µM]	?	-2%
Clc1cccc(Cl)c1/C=C/c1ccn[nH]1	-21%	-7%	-9%	8%	28%	17µM*	4%	-2	-44%	2%	·
Cc1ccc(/C=N/NC(=O)CSc2nnc(-c3ccc(Cl)cc3)n2-c2ccccc2)o1	-2%	0%	?	-3%	-11%	5%	-1%	-12	21%	-4%	24%
COc1cc(C2c3[nH]c4ccccc4c3C[C@@H]3C(=O)N(Cc4ccco4)CC(=O)N23)cc(OC)c1OC (stereo partly specified)	-9%	12%	-15%	-1%[1.84 µM]	1%	4%	-4%	4	13%	27%	·
CC1CCC(NC(=O)c2ccc(NC(=O)CC3SC(N4CCCC4)=NC3=O)cc2)CC1 (stereo unspecified)	2.5µM*	·	?	2.2µM*	-3%	?	·	-1	·	·	·
Cc1ccccc1CN(C)c1ccc(S(=O)(=O)N2CCN(C)CC2)cn1	-3%	·	0%	-2%	0%	-1%	·	-12	·	·	·
NC(=O)c1ccc(Oc2ccc(Cl)cc2)c([N+](=O)[O-])c1	4%	-2%	0%	4%	7%	4%	?	-6	21%	·	0%
CCOC(=O)C(=CNc1ccccc1Cl)C(=O)OCC	0%	-10%	-9%	-2%	1%	-7%	-12%	8	29%	-6%	-15%
CC1CCCN(c2nc3nonc3nc2Nc2ccccc2F)C1 (stereo unspecified)	-6%	4%	-7%	-8%	13%	-3%	-3%	-32	20%	-7%	4%
Cc1c(Cl)cccc1NC(=O)c1cccnc1	1%	-5%	-12%	1%	0%	3%	-2%	26	-30%	0%	-11%[11.5 µM]
Cc1ccsc1C(=O)NNC(=O)CCN1CCN(c2ccccc2)CC1	1%	·	?	2%	2%	2%	·	-7	·	·	·
CC1CCN(CCNC(=O)CN(C)S(=O)(=O)c2cccc3nsnc23)CC1	3%	2%	?	-2%	-1%	-5%	?	-3	0%	3%	8%
COc1ccc2[nH]c(=O)c(CN(Cc3cccs3)C(=S)Nc3ccccc3)cc2c1	-6%	-1%	?	1%	?	4%	·	·	28%	?	3%
COc1ccccc1NC(=O)CSc1nc2sc(C)c(C)c2c(=O)n1Cc1ccco1	11%	5%	0%	?	4%	-3%	-3%	-12	-2%	-3%	-2%
COc1ccc(NC(=O)C2CC(=O)N(C)C(=Nc3ccc4c(c3)OCO4)S2)cc1 (stereo unspecified)	2%	3%	?	8%	1%	-4%	-5%	8	?	?	0%
CN(CC(=O)Nc1ccc(N2CCOCC2)cc1)C(=O)c1cc(S(=O)(=O)N(C)C)ccc1Cl	-2%	6%	?	0%	1%	15µM*	-4%	2	-11%	·	-4%
O=C(NC(=S)NCC1CCCO1)c1cccc([N+](=O)[O-])c1 (stereo unspecified)	-1%	?	-3%	-2%	-12%	2%	?	13	?	-1%	6%
Cc1ccc(N(C(=O)c2ccc(Br)o2)C2C=CS(=O)(=O)C2)cc1 (stereo unspecified)	-3%	-3%	1%	1%	2%	6%	-3%	-5	6%	6%	2%
COc1ccccc1N1CCN(C(=O)CCC(=O)N2CCN(c3ccccc3OC)CC2)CC1	-1%	0%	-25%	0%	-1%	-4%	-1%	7	-15%	-1%	3%
C[N+](C)(CC#Cc1ccccc1)CC(=O)c1ccccc1	1%	?	-7%	-6%	-8%	5%	-8%	10	1%	-2%	-3%
COc1ccc(S(=O)(=O)N(C)c2ccc(C(=O)Nc3ccccc3C(=O)N3CCOCC3)cc2)cc1	-1%	6%	-9%	-5%	-2%	5%	-5%	-12	-9%	·	-1%
O=[N+]([O-])c1ccc(NCc2ccccc2N2CCC(CO)CC2)nc1	-6%	-8%	?	-1%	1%	1%	?	1	31%	7%	·
Nn1c(Cc2ccccc2)nc2cc(Cl)ccc2c1=O	-3%	0%	-10%	-1%	-12%	0%	2%	-47	-25%	-6%	2%
Cc1ccc(N(CC(=O)NCc2ccc(F)cc2)C(=O)c2snc(C(N)=O)c2N)cc1C	1%	-3%	8%	1%	-7%	1%	0%	17	13%	?	0%
CCC(Sc1nc2cc3c(cc2c(=O)n1Cc1ccco1)OCO3)C(=O)NCCOC (stereo unspecified)	-4%	3%	-17%	-1%	0%	2%	-4%	-12	12%	-28%	-2%
COc1ccc(OC)c(S(=O)(=O)Nc2c(NC3CCCCC3)c3ccccc3oc2=O)c1	-9%	4%	-5%	-5%	2%	0%	1%	-25	-35%	·	·
O=C(COC(=O)Cc1c(Cl)cccc1Cl)Nc1ccc2[nH]c(=O)[nH]c2c1	0%	·	4%	-1%	-5%	-7%	·	4	·	·	·
S=C(NCCN1CCOCC1)N1CCN(c2cccc(Cl)c2)CC1	-4%	2%	-23%	-1%	-3%	-1%	-1%	-5	7%	-15%	1%
O=C(O)c1cc(N/C(=N\S(=O)(=O)c2ccc(F)cc2)c2ccccc2)ccc1O	1%	·	-9%	0%	0%	-6%	·	9	·	·	·
CCc1[nH]nc2c1C(c1cccc(OC(=O)N3CCOCC3)c1)C(C#N)=C(N)O2 (stereo unspecified)	-1%	-4%[0.365 µM]	1%	0%	-1%	-1%	13%	?	-43%	-9%	3%
